Rac1 wt GTP bind: wildtype Rac1 GTP binding modulators, primary screen, biochemical, GST-Rac1 beads, flow cytometry, multiplex | fluorescent GTP binding; actives lie on both sides; 0 = cold GTP competed, 100 = untreated | Ras-related C3 botulinum toxin substrate 1 (Homo sapiens), P63000 | GTP binding activity (% of control), % at 10 µM | 190,000 tested, 0.27% active;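 active = GTP binding activity at least 20 points away from the 100% control level, either lower or higher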
Cdc42 wt GTP: modulators of GTP binding to wildtype Cdc42, primary screen, biochemical, multiplex bead flow cytometry, Bodipy-GTP; Cell division control protein 42 homolog (Homo sapiens), P60953; GST-Cdc42 beads; actives lie on both sides; percent activity (GTP binding), % at 10 µM; 190,000 tested, 0.2% active;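 active = percent activity GTP binding at least 20 points away from the 100% baseline, either down as inhibitor or up as activator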;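 note: median bead fluorescence of bound Bodipy-FL-GTP at 100 nM; 0% = excess unlabeled GTP control and 100% = no compound control; below 100% means less GTP binding so inhibitor and above means activator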
Target sequence (P60953 whole entry, looked up): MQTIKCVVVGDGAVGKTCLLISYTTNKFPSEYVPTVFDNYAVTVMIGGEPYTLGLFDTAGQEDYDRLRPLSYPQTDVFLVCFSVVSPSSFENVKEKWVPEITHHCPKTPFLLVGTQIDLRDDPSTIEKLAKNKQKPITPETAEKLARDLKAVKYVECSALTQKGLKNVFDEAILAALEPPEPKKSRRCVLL
Bcl-2 Bim block: inhibitors of Bim-Bcl-2 binding, primary screen, biochemical, multiplexed, human Bcl-2 family | Apoptosis regulator Bcl-2 (Homo sapiens), P10415 | Bead-based flow cytometry, Bim peptide-Bcl-2 binding | inhibition, % at 10 µM | 190,000 tested, 0.06% active; in the data active = inhibition above about 40%;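 note: 0% = no compound wells with probe peptide and 100% = reference peptide inhibitor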
Bcl-B Bim block: inhibitors of Bim-Bcl-B binding, primary screen, biochemical, multiplexed, human Bcl-2 family; Bcl-2-like protein 10 (Homo sapiens), Q9HD36; bead-based flow cytometry, Bim peptide-Bcl-B binding; inhibition, % at 10 µM; 190,000 tested, 0.073% active; AID 951, 2007;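 note: 0% = tracer peptide without compound and 100% = reference inhibitor peptide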
Target sequence (Q9HD36 whole entry, looked up): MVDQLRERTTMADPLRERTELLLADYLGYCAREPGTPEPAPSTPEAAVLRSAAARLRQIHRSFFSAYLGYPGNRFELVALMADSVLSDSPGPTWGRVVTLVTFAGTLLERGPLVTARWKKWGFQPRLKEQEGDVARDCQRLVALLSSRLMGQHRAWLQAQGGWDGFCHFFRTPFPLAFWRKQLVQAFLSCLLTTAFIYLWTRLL
Bcl-W Bim block: inhibitors of Bim binding to Bcl-W, primary screen, biochemical, multiplexed, bead-based flow cytometry. 190,000 tested, 0.02% active. Bim peptide-Bcl-W binding. Bcl-2-like protein 2 (Homo sapiens), Q92843. inhibition, % at 10 µM. AID 952, 2007;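 note: 0% = bound tracer without compound and 100% = peptide blocker; higher means less fluorescent Bim peptide bound to Bcl-W beads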
Target sequence (Q92843 whole entry, looked up): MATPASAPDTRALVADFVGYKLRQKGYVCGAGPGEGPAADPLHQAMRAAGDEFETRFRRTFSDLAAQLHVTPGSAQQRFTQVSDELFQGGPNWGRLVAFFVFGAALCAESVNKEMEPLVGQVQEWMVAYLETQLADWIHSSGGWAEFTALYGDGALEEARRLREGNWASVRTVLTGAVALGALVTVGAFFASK
Rab7 wt modul: modulators of GTP binding to Rab7, primary screen, biochemical, wildtype, multiplex bead flow cytometry. Rab7 GTPase wild type (dog), Bodipy-FL-GTP binding. GST-Rab7 beads, fluorescent GTP binding; actives lie on both sides; untreated = 100%, excess cold GTP = 0%. GTP binding activity (percent of control), % at 10 µM. 190,000 tested, 0.055% active. AID 758, 2007;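 active = fluorescent GTP binding to Rab7 beads changed by at least 20 points from the 100% baseline, either direction, mostly lower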;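 note: median green fluorescence of bound Bodipy-FL-GTP per Rab7 bead population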
Bim-Bfl-1: inhibitors of Bim binding to Bfl-1, primary screen, biochemical, multiplexed, bead-based flow cytometry; AID 1008, 2008; 190,000 tested, 0.12% active; inhibition, % at 10 µM; Bim-Bfl-1 binding inhibition;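 note: 0% = wells without compound plus tracer and 100% = blocker peptide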
HRas wt GTP: modulators of GTP binding to HRas wildtype, primary screen, biochemical, bead-based flow cytometry, multiplex. GST-Ras wt beads, Bodipy-FL-GTP binding; actives lie on both sides. GTP binding activity, % at 10 µM. 190,000 tested, 0.14% active;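 active = GTP binding activity at least 20% away from the 100% baseline, either lowered as inhibitor or raised as activator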;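 note: 0% = unlabeled GTP competition control and 100% = no-compound control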
Rac1 act GTP bind: GTP binding modulators of activated mutant Rac1, primary screen, biochemical, bead-based flow cytometry, multiplex, fluorescent GTP | Ras-related C3 botulinum toxin substrate 1 (Homo sapiens), P63000 | AID 764, 2007 | 190,000 tested, 0.11% active | GST-Rac1 activated beads; actives lie on both sides; 100% means binding = to untreated wells | percent activity (GTP binding), % at 10 µM;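 active = GTP binding at least 20 percentage points away from the 100% baseline, in either direction, so actives lie on both sides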
Bcl-XL Bim block: inhibitors of Bim-Bcl-XL binding, primary screen, biochemical, multiplexed, bead flow cytometry, human Bcl-XL; 190,000 tested, 0.04% active; inhibition, % at 10 µM; Bcl-2-like protein 1 (Homo sapiens), Q07817; Bim peptide-Bcl-XL binding, fluorescence
Target sequence (Q07817 whole entry, looked up): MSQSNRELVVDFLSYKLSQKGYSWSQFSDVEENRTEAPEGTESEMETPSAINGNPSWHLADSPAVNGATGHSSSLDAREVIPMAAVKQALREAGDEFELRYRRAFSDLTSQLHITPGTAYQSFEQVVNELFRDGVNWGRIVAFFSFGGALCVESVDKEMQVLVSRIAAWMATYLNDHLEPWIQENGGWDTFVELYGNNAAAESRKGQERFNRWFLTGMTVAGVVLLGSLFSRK
Rab2A wt mod: modulators of GTP binding to Rab2A wildtype, primary screen, biochemical, dog, bead-based flow cytometry, multiplex; GST-Rab2 wt beads, Bodipy-GTP binding; GTP binding activity, % at 10 µM; 190,000 tested, 0.19% active; AID 760, 2007;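 active = GTP binding activity at least 20 points away from 100%, either lowered or raised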;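 note: 0% = beads with excess unlabeled GTP and 100% = no-compound control corrected for plate trend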
Active calls of the source: *. Cut-off read from the data, not from the text of the source, unless noted: active = inhibition above about 40%.

Every second line gives: Rac1 wt GTP bind	Cdc42 wt GTP	Bcl-2 Bim block	Bcl-B Bim block	Bcl-W Bim block	Rab7 wt modul	Bim-Bfl-1	HRas wt GTP	Rac1 act GTP bind	Bcl-XL Bim block	Rab2A wt mod
#1 Cc1ccc2nc(-c3ccccc3)c(NC(=O)c3ccco3)n2c1
  104	102	5	-1	-1	100	-2	104	98	-3	102
#2 Cc1ccc(NC(=O)c2csc3c2CCCC3)cc1
  99	94	-1	-5	1	96	-3	94	95	-4	93
#3 CNC(=O)CSc1nc(N)c2c3c(sc2n1)CCC3
  108	104	-4	0	0	103	-3	103	103	-1	102
#4 CC1(C)C=C2[C@H]3CC[C@@H]4[C@@]5(C)CCC(=O)C(C)(C)[C@@H]5CC[C@@]4(C)[C@]3(C)CC[C@@]2(C(=O)O)CC1
  96	93	2	0	0	95	6	95	94	0	94
#5 Cn1c(=O)c2c(n(C)c1=O)=NC1(CCCCC1)N=2
  105	104	-1	-2	0	98	-2	102	100	-3	101
#6 CC(NS(=O)(=O)c1cccc(S(=O)(=O)c2ccccc2)c1)C(=O)O (stereo not given)
  103	99	0	-3	-5	98	2	101	100	-5	102
#7 CC(NC(=O)c1cccs1)c1n[nH]c(=S)n1C (stereo not given)
  104	100	-2	-2	2	100	0	101	100	2	99
#8 CCSc1nnc2n1C(C)(C)Cc1ccccc1-2
  104	104	0	-3	-4	99	0	102	101	-4	103
#9 Cc1cc(C)n2nc(C)c(Br)c2n1
  97	98	0	-1	1	100	-2	98	95	1	100
#10 C=CCCCCCCCCC(=O)NN
  101	101	-8	-6	1	101	-13	99	99	-4	100
#11 CCc1nc(C#N)c(N2CCCCC2)o1
  105	100	-3	-6	-6	99	-3	96	98	-7	97
#12 Cc1ccsc1/C=C1\SC(=S)N(CC2CCCO2)C1=O (stereo not given)
  97	94	3	-13	-1	93	-1	92	95	-1	92
#13 O=C(CCN1CCN(c2ccccc2)CC1)NNC(=O)c1cccc2ccccc12
  106	101	-1	-11	-11	99	-4	101	103	-11	97
#14 CCCn1c(SCC(=O)N2c3ccccc3CC2C)nnc1-c1ccco1 (stereo not given)
  94	91	0	-2	-5	90	0	90	90	-4	92
#15 COc1ccc(CNC(=O)C/C(C)=N/NC(=O)COc2ccccc2)cc1
  99	95	-1	0	2	97	-6	97	94	-1	97
#16 CC(C)CNS(=O)(=O)c1ccc(CCC(=O)Nc2ccc3c(c2)OCCO3)cc1
  101	102	-2	1	1	101	-2	102	98	-3	101
#17 COc1ccc(S(=O)(=O)N(C)CC(=O)Nc2cccc(C(C)=O)c2)cc1C
  97	94	-1	0	-2	95	0	96	95	0	94
#18 O=S(=O)(NC1=NCCC1)c1ccc(F)cc1
  102	103	1	1	0	100	2	102	99	1	102
#19 COc1ccc(S(=O)(=O)NCC(=O)N(CC(=O)NC(C)(C)C)Cc2cccs2)cc1
  97	94	-9	-9	-4	101	-14	95	94	-7	97
#20 CC(C(=O)NN)c1ccc([N+](=O)[O-])cc1 (stereo not given)
  102	96	-3	-8	-2	103	-4	98	98	-4	96
#21 CC1CCN(c2nc3c(cc2C#N)COC(C)(C)C3)CC1
  97	97	-1	-7	-4	102	-9	98	97	-6	98
#22 COc1ccccc1NC(=O)CCn1c(=O)sc2ccccc21
  104	101	-2	-7	-4	93	-3	99	100	-6	99
#23 COc1ccc(NS(=O)(=O)c2ccc(NS(C)(=O)=O)cc2)cc1
  107	105	-3	-4	0	103	-6	104	103	-2	103
#24 CCOC(=O)N1CCN(C(=O)c2ccc(Oc3ccc([N+](=O)[O-])cc3)cc2)CC1
  90	92	0	5	-4	100	5	93	96	0	94
#25 COc1ccc(NC(=S)NCc2ccc(S(N)(=O)=O)cc2)cc1OC
  103	99	-3	-7	-1	102	-3	99	96	-5	101
#26 CN(C)c1oc(-c2ccccc2Cl)nc1C#N
  98	98	-4	-1	0	96	-4	95	97	-2	95
#27 COc1ccc(NC(=O)c2sc(N3CCOCC3)nc2-c2ccccc2)c(OC)c1
  107	107	-5	-7	-7	99	-7	103	101	-5	104
#28 COC(=O)COc1c(Cl)cc(Cl)c2ccc(C)nc12
  106	102	0	-2	0	108	-2	100	96	0	104
#29 O=C(Nc1cccc2ncccc12)c1cc2ccccc2o1
  96	100	-5	-7	-6	98	-11	96	95	-8	99
#30 CCC(COC)NCc1cn(-c2ccc(F)cc2F)nc1-c1ccccc1C (stereo not given)
  98	98	-4	-5	-4	98	-4	97	97	-4	97
#31 N#C/C(=C\c1c(N2CCOCC2)nc2ccccn2c1=O)S(=O)(=O)c1ccccc1
  93	97	0	1	0	98	-1	98	92	-3	94
#32 Cc1csc(SCC(=O)NC23CC4CC(CC(C4)C2)C3)n1
  107	99	-6	0	-1	105	-1	101	96	-3	101
#33 Cc1cccc2c(Cl)cc(=O)[nH]c12
  104	102	0	-1	-3	103	0	101	99	-4	99
#34 Cn1c(CNC(=O)c2ccc(Cl)cc2)nnc1SCC(=O)Nc1sc2c(c1C#N)CCCC2
  98	98	-11	-7	-3	96	-18	94	94	-9	94
#35 COc1cccc(CNCc2cccc(Br)c2)c1OC
  96	95	-2	-6	0	91	-8	97	95	-2	95
#36 CCOC(=O)c1cnc2ccc(C)cc2c1Sc1ccc(F)cc1
  105	101	8	8	2	102	15	103	96	6	102
#37 FC(F)(F)c1cccc(N2CCC(N=CN3CCCCCC3)=N2)c1
  99	97	6	-24	0	105	3	96	95	-1	99
#38 NC(CO)C(=O)NNCc1ccc(O)c(O)c1O (stereo not given)
  101	100	9	-17	8	93	18	97	97	-1	98
#39 CCCCn1c(N)c(N(CCC(C)C)C(=O)CSc2nnc(C)s2)c(=O)[nH]c1=O
  105	102	0	1	2	101	0	100	98	0	100
#40 Cc1ccccc1C(=O)NNC(=O)Cc1ccccc1
  104	101	-4	-5	3	97	-6	101	100	11	101
#41 CC(=O)c1ccc(NC(=O)Nc2ccc([N+](=O)[O-])cc2C)cc1
  97	98	-4	-5	-5	98	-2	97	96	-7	97
#42 CC(=O)N1CCc2cc(S(=O)(=O)NCCCOC(C)C)ccc21
  104	103	-3	-3	-4	97	-3	99	99	-4	98
#43 O=C(c1nnc(-c2ccncc2)o1)c1ccccc1Cl
  107	104	-3	-4	0	103	-11	103	102	-1	101
#44 Clc1ccc(-c2nnc(SCc3nc4ccccc4s3)o2)cc1
  86	90	-5	-10	-4	94	-14	89	87	-5	86
#45 CCCCS(=O)(=O)Nc1ccc(Cc2ccncc2)cc1
  107	102	-6	-6	2	100	-13	103	98	1	101
#46 CC(=O)c1cn(-c2ccc(Cl)cc2)c(=O)n(Cc2ccc(F)cc2)c1=O
  99	97	-1	-3	0	100	0	96	96	-1	97
#47 COc1ccc(CC(NC(C)=O)C(=O)NC2CCN(C(=O)NCc3ccccc3)CC2)cc1OC (stereo not given)
  107	107	4	1	2	109	0	106	100	1	107
#48 CCOc1ccccc1C(=O)NCC(=O)OCC(=O)c1ccc2c(c1)OCCO2
  94	96	0	0	3	99	0	97	93	2	96
#49 Cc1nonc1NCn1nnc2ccccc21
  101	102	1	-1	0	98	-3	103	100	-1	102
#50 O=c1[nH]ncc(N/N=C\c2ccc(O)cc2O)c1Cl
  80	89	3	-6	3	99	-4	92	90	2	90
#51 Cc1ccc(/C(N)=N/OC(=O)CCc2ccccc2)cc1
  97	99	-5	-1	-4	96	-2	97	96	-5	94
#52 COc1cc(/C=C(\C#N)c2ccccn2)ccc1OCc1ccccc1Cl
  103	100	-8	-8	-4	96	-9	99	102	-6	96
#53 Cc1nn(CC#N)c(=O)n1-c1cccc(F)c1
  110	104	-7	-8	1	101	-10	103	101	-4	101
#54 CC(C)(C)NC(=O)CSCc1ccc(Br)cc1
  98	101	-4	-6	-3	95	-6	98	97	-7	94
#55 COCCNC(=O)CN1CCCCCC1
  99	95	-1	-6	-2	108	-4	100	94	-6	101
#56 CSc1nnc(-c2sccc2-n2cccc2)o1
  94	92	0	-2	0	98	0	94	94	0	95

Quoted at random: two compounds from above.
Every second line gives: Rac1 wt GTP bind	Cdc42 wt GTP	Bcl-2 Bim block	Bcl-B Bim block	Bcl-W Bim block	Rab7 wt modul	Bim-Bfl-1	HRas wt GTP	Rac1 act GTP bind	Bcl-XL Bim block	Rab2A wt mod
#49 Cc1nonc1NCn1nnc2ccccc21
  101	102	1	-1	0	98	-3	103	100	-1	102
#37 FC(F)(F)c1cccc(N2CCC(N=CN3CCCCCC3)=N2)c1
  99	97	6	-24	0	105	3	96	95	-1	99
